ABHD4 inh: inhibitors of mouse ABHD4 | Q8VD66 | purified mABHD4, FP-Rh probe fluorescence polarization | inhibition, % at 8.92 µM | actives 0.54% (n = 370,000) | AID 720543;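 active means inhibition exceeding the mean over every tested compound plus 3 SD, cut at about 30% in these data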;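 further: 0% = plate median of compound wells and 100% = S159A mutant with DMSO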
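Test system: mABHD4 protein; Read-out basis: % inhibition; Incubation: 45 min + 60 min at 25 °C; Repeats: single replicate; Technique: fluorescence polarization with parallel and perpendicular emission, 525/598 nm; Compound: 8.92 µM, single dose; Benchmarks: full inhibition S159A mutant plus DMSO, zero as sample-well median.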
GC-B act: GC-B (human) receptor activation. P20594. HEK293-GC-B cells, CNP EC30, cGMP TR-FRET; 0% at EC30 CNP, 100% saturating CNP. activation, % at 10 µM. actives 0.11% (n = 370,000). AID 1920062;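 active means activation at 10 µM reaching about 35% in either raw or pattern-adjusted values, limit read from the data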
GC-A act: GC-A (human) enzyme activation | HEK293 GC-A cells, cGMP TR-FRET, EC30 ANP; 0% at EC30 ANP, 100% saturating ANP | activation, % at 10 µM | AID 1671463 | P16066 | actives 0.14% (n = 370,000); in the data active means activation above about 40%
MBD2 DNA inh: inhibitors of human MBD2 binding to methylated oligonucleotide; TR-FRET; Q9UBB5; actives 0.31% (n = 370,000); inhibition, % at 4.4 µM; in the data active means inhibition above about 13%
UHRF1 MBD2 ctr: blocks human UHRF1 binding to methylated DNA. UHRF1 binding to methylated oligo, TR-FRET. inhibition, % at 4.4 µM. actives 0.75% (n = 370,000). AID 687016; in the data active means inhibition above about 21%;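 further: UHRF1 SRA domain binding a hemimethylated CpG hairpin DNA probe; 0% = median of test compound wells and 100% = reference inhibitor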
TCR-CD3 inh: inhibitors of human TCR-CD3 interaction | TAMRA-labeled TCR probe fluorescence, biochemical | inhibition, % at 9.4 µM | actives 0.37% (n = 360,000) | AID 651800; in the data active means inhibition above about 19%;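 further: recombinant mutant TCR 2C K166C tagged with TAMRA read by polarization; 0% = receptor in buffer alone and 100% = receptor with positive control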
PRMT1 FP inh: inhibitors of human PRMT1. Q99873. recombinant PRMT1, activity-based probe fluorescence polarization. inhibition, % at 2.79 µM. actives 1.3% (n = 370,000);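 active means inhibition above about 21% made by adding two undisclosed values, limit read from the data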
Target sequence (Q99873 whole entry, looked up): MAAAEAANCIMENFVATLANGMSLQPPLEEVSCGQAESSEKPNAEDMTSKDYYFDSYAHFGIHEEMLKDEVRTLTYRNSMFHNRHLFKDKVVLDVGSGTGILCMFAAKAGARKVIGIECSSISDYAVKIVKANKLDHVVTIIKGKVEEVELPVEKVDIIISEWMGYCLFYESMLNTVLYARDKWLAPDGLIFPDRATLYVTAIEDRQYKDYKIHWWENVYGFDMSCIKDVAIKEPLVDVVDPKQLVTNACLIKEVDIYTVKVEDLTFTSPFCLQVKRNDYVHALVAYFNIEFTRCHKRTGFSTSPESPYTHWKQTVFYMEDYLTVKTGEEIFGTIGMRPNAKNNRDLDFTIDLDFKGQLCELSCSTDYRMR
SIAE primary: blocks human sialic acid acetylesterase; SIAE FP-Rh probe binding, fluorescence polarization; inhibition, % at 9.66 µM; Q9HAT2; AID 1053197; actives 0.69% (n = 370,000);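 active means inhibition above a cutoff: mean of compounds within the control limits plus 3 SD of those, cut at about 17% in these data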;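 further: 0% = plate median of compound wells and 100% = probe without SIAE protein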
rCAG binder: r(CAG) repeat RNA binding; TO-PRO-1 dye displacement fluorescence; inhibition, % at 3 µM; actives 1.3% (n = 370,000);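 active means inhibition above the plate cutoff, the mean of all test compounds on that plate plus 3 SD, cut at about 35% in these data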;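 further: 0% = DMSO alone and 100% = 100 µM mitoxantrone as full dye displacement; higher means more dye released from RNA so lower well fluorescence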
HTRA1 inhibitor: blocks human HTRA1 serine peptidase; Q92743; actives 0.5% (n = 340,000); AID 504803; recombinant HTRA1, FP-rhodamine activity-based probe, fluorescence polarization; inhibition, % at 5.96 µM; in the data active means inhibition above about 36%;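 further: 0% = enzyme with DMSO and 100% = wells lacking enzyme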
Target sequence (Q92743 whole entry, looked up): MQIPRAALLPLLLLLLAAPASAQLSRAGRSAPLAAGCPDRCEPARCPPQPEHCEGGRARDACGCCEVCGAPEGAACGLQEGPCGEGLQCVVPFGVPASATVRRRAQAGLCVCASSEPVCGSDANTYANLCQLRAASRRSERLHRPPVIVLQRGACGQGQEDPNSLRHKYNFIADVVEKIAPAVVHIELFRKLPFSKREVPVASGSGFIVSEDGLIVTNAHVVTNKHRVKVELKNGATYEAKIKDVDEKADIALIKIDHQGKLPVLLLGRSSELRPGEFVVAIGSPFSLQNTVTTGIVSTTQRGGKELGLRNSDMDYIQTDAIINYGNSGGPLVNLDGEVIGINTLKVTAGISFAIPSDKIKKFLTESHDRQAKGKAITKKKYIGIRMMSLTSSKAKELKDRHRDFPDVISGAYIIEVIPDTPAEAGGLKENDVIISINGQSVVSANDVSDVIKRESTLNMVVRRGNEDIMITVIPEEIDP
Starred values were filed as active, the others as inactive; x = no result given. This is a subset; rates above refer to the full screens.

item | canonical_smiles | ABHD4 inh | GC-B act | GC-A act | MBD2 DNA inh | UHRF1 MBD2 ctr | TCR-CD3 inh | PRMT1 FP inh | SIAE primary | rCAG binder | HTRA1 inhibitor
1 | CC(=O)c1ccc(N2CCN(C3CCC(C(C)(C)C)CC3)CC2)cc1 (stereo not given) | 4 | -1 | -3 | -3 | 1 | 4 | 0 | 4 | -8 | -1
2 | COc1ccccc1C1CCN(C(=O)c2cccc([N+](=O)[O-])c2)CC1 | 1 | 3 | 7 | -2 | -3 | 0 | -4 | 5 | -8 | 5
3 | CCC1Oc2ccc(C)cc2N(CC(=O)NCC2COc3ccccc3O2)C1=O (stereo not given) | -10 | -4 | -2 | 1 | -2 | 2 | -2 | 1 | -1 | 1
4 | Cc1c(Cl)cccc1NC(=S)NCCc1ccccn1 | 2 | 1 | 3 | 3 | -3 | 7 | -7 | 14 | 0 | -1
5 | Cc1cc(C(=O)Nc2c(C)nn(Cc3ccccc3)c2C)on1 | -4 | 7 | 0 | -2 | -1 | 11 | -2 | 6 | 0 | 5
6 | N#C/C(=N\Nc1ccc(S(=O)(=O)N2CCCCC2)cc1)C(N)=S | 8 | -2 | -1 | -4 | -4 | 7 | -2 | 7 | 27 | -3
7 | CN(CC(=O)Nc1ccc(Cl)c(C(F)(F)F)c1)C(=O)C1CCCO1 (stereo not given) | -1 | 1 | -3 | 2 | 2 | 1 | -1 | 1 | -3 | -1
8 | C[C@]12c3[nH]c4cc(-c5ccco5)ccc4c3CCN1C(=O)[C@@H](CC(=O)NCCN1CCOCC1)C[C@@H]2C(=O)N1CCCCC1 | 2 | 1 | -5 | -2 | -2 | 1 | -1 | -2 | 3 | 3
9 | Cc1cc(C)c2cc(C#N)c(NCCOC(=O)c3ccccc3C)nc2c1 | -1 | -7 | -6 | -2 | -6 | 5 | 5 | -8 | 9 | -10
10 | Cn1c(C2CCCCC2)nc2c1c(=O)[nH]c(=O)n2Cc1ccccc1 | -3 | 9 | 5 | -5 | 0 | 6 | 2 | -2 | -7 | 0
11 | O=C(NCCc1cnc[nH]1)Nc1cccc(C(F)(F)F)c1 | -1 | 0 | -3 | -1 | 3 | -6 | -2 | -1 | 1 | -15
12 | COc1ccc(-n2ccnc(SCC(=O)NCc3ccccc3Cl)c2=O)cc1 | 8 | 1 | -2 | 1 | 1 | -5 | 88* | 9 | 3 | 4
13 | Cc1ccc(S(=O)(=O)N(C)C)cc1NC(=O)C1CCN(C(=O)Nc2ccccc2)CC1 | -1 | -7 | 4 | 5 | 2 | 7 | 4 | 1 | -4 | -1
14 | COc1cccc(CNC(=O)C2=Cc3cccc(OC)c3OC2)c1 | -8 | 0 | 2 | -5 | -2 | 2 | -5 | -5 | 3 | -4
15 | C=CCOC(=O)C1=C(C)OC(N)=C(C#N)C1c1ccc(OC)c(CSc2ccccn2)c1 (stereo not given) | 13 | -1 | -7 | -5 | 1 | 1 | 5 | 0 | 4 | -15
16 | O=c1[nH]n(Cc2ccccc2)c2ccccc12 | 4 | -1 | -1 | -3 | 5 | -7 | 3 | 10 | -1 | 1
17 | CC(/C=C/c1ccccc1)=N\NC(=O)Cn1nc(C)cc1C | 0 | -1 | 5 | -1 | -2 | -4 | 0 | -5 | -6 | 1
18 | COc1cc(/C=N/NC(=S)Nc2cccc(Cl)c2C)ccc1OCC(=O)N1CC(C)OC(C)C1 (stereo not given) | 7 | 4 | 6 | 1 | 2 | -1 | 2 | 8 | 6 | -8
19 | COc1ccccc1N1CCN(C(=O)NCc2cccc(C(F)(F)F)c2)CC1 | 3 | 4 | -1 | 2 | 2 | 2 | 0 | 1 | -8 | -1
20 | Fc1cccc(C2CCCCN2Cc2nc(C3CC3)no2)c1 (stereo not given) | -12 | -5 | 0 | 10 | 6 | -1 | 8 | -7 | -3 | 0
21 | CCOC(=O)CCn1c(=S)n(CCC(=O)OCC)c2ccccc21 | 2 | -3 | -3 | -7 | 3 | -2 | 2 | 0 | -4 | -1
22 | COC(=O)c1ccc(Oc2nc(NC(C)C)nc(SC)n2)cc1 | 0 | -1 | 1 | -3 | -1 | 5 | -3 | 6 | -5 | -5
23 | CC(=O)Nc1ccc(S(=O)(=O)NCC(=O)OCC(=O)N2CCN(c3ccccc3)CC2)cc1 | -4 | 5 | 1 | -1 | 0 | -3 | 0 | 3 | 2 | 2
24 | COc1ccc(S(=O)(=O)Cc2ccc(C(=O)N3CCN(c4ncccn4)CC3)o2)cc1 | 1 | -10 | -4 | 3 | -1 | 3 | -2 | -1 | 2 | -6
25 | Nc1ccc(C(=O)OCC(=O)N2CCN(C(=O)c3ccco3)CC2)cc1[N+](=O)[O-] | 1 | -3 | 0 | -1 | -7 | -4 | 0 | 1 | -3 | 5
26 | COc1ccc(S(=O)(=O)N(C)C[C@H]2Oc3ccc(NS(=O)(=O)c4cccs4)cc3CC(=O)N([C@H](C)CO)C[C@H]2C)cc1 | 7 | 5 | 5 | 3 | 3 | 4 | -1 | 1 | 0 | -3
27 | COc1cccc(CNC(=O)c2cc(S(=O)(=O)N3CCCC3)cn2C)c1 | -1 | 8 | -3 | 0 | 1 | -10 | -5 | 2 | 9 | -3
28 | Cc1ccc(Cl)cc1N1CCN(c2cccc[n+]2C)CC1 | 8 | 2 | -4 | 0 | 3 | -4 | 1 | 2 | -4 | -4
29 | O=C(Nc1ccccc1)C1=C[C@@H](C2CCCCC2)C[C@@H](OCCCCO)O1 | -1 | -3 | 0 | -2 | -1 | 0 | -1 | -2 | 5 | -33
30 | CC(=O)c1c(C)oc(C)c1CSCc1ccc(C(=O)O)o1 | 17 | 5 | -2 | 6 | 10 | 2 | 15 | -1 | 13 | -10

Retrieved by structure from the entries so far:
item | canonical_smiles | ABHD4 inh | GC-B act | GC-A act | MBD2 DNA inh | UHRF1 MBD2 ctr | TCR-CD3 inh | PRMT1 FP inh | SIAE primary | rCAG binder | HTRA1 inhibitor
4 | Cc1c(Cl)cccc1NC(=S)NCCc1ccccn1 | 2 | 1 | 3 | 3 | -3 | 7 | -7 | 14 | 0 | -1
3 | CCC1Oc2ccc(C)cc2N(CC(=O)NCC2COc3ccccc3O2)C1=O (stereo not given) | -10 | -4 | -2 | 1 | -2 | 2 | -2 | 1 | -1 | 1
26 | COc1ccc(S(=O)(=O)N(C)C[C@H]2Oc3ccc(NS(=O)(=O)c4cccs4)cc3CC(=O)N([C@H](C)CO)C[C@H]2C)cc1 | 7 | 5 | 5 | 3 | 3 | 4 | -1 | 1 | 0 | -3

(continued)
item | canonical_smiles | ABHD4 inh | GC-B act | GC-A act | MBD2 DNA inh | UHRF1 MBD2 ctr | TCR-CD3 inh | PRMT1 FP inh | SIAE primary | rCAG binder | HTRA1 inhibitor
31 | CCC(C)(C)NC(=O)C(c1cccnc1)N(CCOC)C(=O)Cn1nnc2ccccc21 (stereo not given) | 2 | 3 | -1 | -5 | 2 | -1 | -2 | -1 | -6 | 4
32 | Cc1cc(S(=O)(=O)N2CCCC2)ccc1OCC(=O)Nc1ccc(C(N)=O)cc1 | 0 | -4 | -5 | -5 | 2 | 0 | -1 | 8 | 3 | 9
33 | COc1cccc(NC(=O)Cn2c(=O)n(C)c(=O)c3sc4c(c32)COC(C)(C)C4)c1 | -2 | 1 | -1 | -3 | -1 | -4 | -2 | -2 | 10 | -4
34 | O=C1CC(c2ccccc2Cl)C2=C(COC2=O)N1 (stereo not given) | 4 | 3 | 4 | 4 | 1 | -4 | 2 | 4 | 0 | 6
35 | C#CCNC(=O)C1=C[C@H](C2CCCCC2)C[C@H](OCc2ccc(CO)cc2)O1 | -6 | 1 | 0 | -1 | -1 | 5 | -1 | -10 | -3 | -79
36 | COc1c([N+](=O)[O-])c(=O)oc2ccccc12 | 2 | 6 | 0 | -4 | -1 | -1 | -1 | -4 | -1 | -1
37 | CCN(CC)C(=O)COc1coc(CN2CCN(c3cccc(Cl)c3)CC2)cc1=O | -1 | 8 | 1 | 1 | 1 | -5 | -4 | -2 | -5 | 0
38 | O=C(O)C1CC=CCC1C(=O)NCc1ccc(Cl)c(Cl)c1 (stereo not given) | -5 | -2 | 0 | -2 | 0 | 6 | -7 | -3 | 3 | 6
39 | O=C(c1cn(-c2ccccc2)nc1-c1ccc(Br)cc1)N1CCOCC1 | -7 | -6 | -2 | 2 | 8 | 0 | 0 | 2 | -4 | -10
40 | Cc1ncsc1CCOC(=O)c1ccc(N2CCOCC2)c([N+](=O)[O-])c1 | 1 | 2 | 0 | -1 | 1 | -7 | 6 | -2 | -3 | 2
41 | Cc1no[n+]([O-])c1COc1cccc(/C=N/Nc2nncn2N)c1 | -3 | 0 | 1 | -3 | 11 | -7 | 4 | 0 | 5 | -8
42 | CN(C(=O)COC(=O)c1ccc2ccccc2n1)C1CCS(=O)(=O)C1 (stereo not given) | -9 | 2 | 4 | 2 | 1 | 5 | 0 | -1 | -1 | 1
43 | CC(NC(=O)CCc1nnc(Cc2cccc(C(F)(F)F)c2)o1)C1CC1 (stereo not given) | -6 | -4 | -3 | 5 | 4 | -3 | 5 | 6 | -4 | 9
44 | COc1cc(OC)nc(NC(=O)C(C)C)n1 | -5 | 2 | 3 | 6 | 1 | -4 | 13 | -7 | -1 | -4
45 | CNC(=S)NNc1nc(N2CCOCC2)nc(N2CCOCC2)n1 | 4 | -2 | -2 | -3 | 4 | -6 | 0 | 2 | -4 | -1
46 | CC[C@@H]1CC2=C(C(=O)OC(C)(C)O2)[C@H](c2ccc(F)cc2)O1 | 4 | 2 | 0 | -2 | -1 | -4 | -9 | 2 | 1 | x
47 | C=CCNCCCCOc1ccc(Br)cc1C | 12 | 1 | -3 | 2 | -2 | -2 | -2 | 8 | 6 | 5
48 | CC(C)(C)[C@H]1COC(=O)CC/C=C\C[C@@H](CC(=O)N(CCO)Cc2ccccc2)C(=O)N1 | 7 | -1 | -2 | -2 | 0 | 3 | -3 | -4 | -4 | -2
49 | COc1ccc(/C=C/c2noc(-c3ccccc3O)n2)cc1 | -5 | -1 | -2 | -5 | 0 | 5 | -1 | 4 | 17 | -5
50 | O=C(COC(=O)C1CCN(S(=O)(=O)c2c(Cl)cccc2Cl)CC1)NCc1ccco1 | -1 | -2 | -7 | -2 | -1 | 8 | 0 | 1 | -2 | 3
51 | CC(=O)Nc1ccc(C(F)(F)F)cc1Cl | 4 | 1 | 3 | 9 | 14 | -7 | 1 | -5 | -3 | 7
52 | COc1ccc(OCC(O)CN2CCN(c3ccc(Cl)cc3)CC2)cc1 (stereo not given) | -7 | 2 | 5 | 3 | 1 | -8 | 4 | -3 | 4 | 2
53 | CC1CCCN(C(=O)COc2ccc(NC(=O)c3cccs3)cc2)C1 (stereo not given) | -4 | 1 | 1 | 2 | 4 | 2 | -2 | -4 | 3 | -4
54 | COC(=O)C1=C(C)N(C)C(=NCc2cc(OC)c(OC)c(OC)c2)NC1c1cccc(Cl)c1 (stereo not given) | 5 | -4 | -4 | -9 | -2 | 3 | -5 | 7 | 10 | x
55 | O=C(NC(CC(=O)N1CCN(c2ccccc2)CC1)c1ccccc1)c1ccccc1Cl (stereo not given) | -4 | 0 | -1 | 2 | 4 | -7 | 0 | -2 | -5 | 0
56 | O=C(CN1CCN(S(=O)(=O)N2CCOCC2)CC1)Nc1cc(Cl)cc(Cl)c1 | -7 | 1 | -1 | 7 | 1 | -1 | 1 | 10 | 0 | -9
57 | O=C(CN1CCOCC1)NN=Cc1ccc([N+](=O)[O-])o1 | 8 | -3 | 1 | 3 | -6 | -7 | 0 | 5 | 2 | x
58 | COC(=O)c1c(C)[nH]c(C(=O)NCc2ccco2)c1C | 7 | -1 | 0 | -1 | 0 | 2 | -3 | 3 | 0 | 1

High-throughput results deposited in PubChem BioAssay by several laboratories.
